sdo1 growth: compounds rescuing growth of sdo1-depleted yeast, bone marrow failure model | AID 817 | S. cerevisiae sdo1-depleted JHY4D growth rescue, OD600 30 h; hits give high values; pdr5 snq2 efflux-pump mutant strain | hit rate 0.21% among 140,000 | z-score at 10 µM;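 active = z-score above 3 at both the 24 hr and the 30 hr optical density reads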;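 note: z-score against mean and SD of all compound wells on the same plate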
INS promoter inh: TRM-6 insulin promoter activity inhibition | hit rate 0.9% among 130,000 | TRM-6 cells (human fetal islet line), insulin promoter-eGFP reporter, imaging; reporter expression induced with tamoxifen | inhibition, % at 2 µM;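 active = inhibition above the mean plus 3 SD, with well images judged a real hit on visual review, cut at about 60% in these data, passing the limit was not always enough; inconclusive = inhibition over the cutoff but images rejected on review; inactive = inhibition not above the cutoff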
sdo1 growth Rescue 24 h: further read-out of sdo1 growth, marked with its call; z-score; S. cerevisiae sdo1-depleted JHY4D growth rescue, OD600; measured here: growth rescue at 24 h;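 0 is the plate mean of compound wells and units are plate SD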
Numbers without * were called inactive; u = inconclusive; x = not tested or not shown. A portion of the library, so the mix of outcomes need not match the whole.

No.	compound	sdo1 growth Rescue 24 h	INS promoter inh	sdo1 growth
1	CNC(C(=O)c1ccccc1)C(OC)c1ccccc1 (stereo not given)	-0.86	x	-0.16
2	CC(=O)c1ccc2c(c1)C1C(Cl)C(Sc3ccccc3[N+](=O)[O-])CC1C(C(=O)O)N2 (stereo not given)	1.9	-22	1.5
3	CN1C(=O)C(C2(C#N)CCCCC2)C(=O)N(C)C1=O	2.1	44	1.4
4	Cc1cccc(CN2CCN(Cc3ccc(Cl)cc3)CC2)c1	0.15	-43	-1.5
5	O=C(COC(=O)Cc1ccccc1)Nc1ccc(SC(F)F)cc1	-1.6	x	-0.45
6	COc1cc(/C=C2/C(=O)NC(=O)N(c3ccccc3)C2=O)ccc1O	-0.7	-21	0.13
7	CC1=CC(=O)NP(=O)(Oc2ccc3ccccc3c2)N1 (stereo not given)	0.59	0	1.4
8	CCN(CC)C(=O)c1ccc(N2C(=O)C3CC=C(Cl)CC3C2=O)cc1 (stereo not given)	-0.33	x	0.06

The list goes on.
No.	compound	sdo1 growth Rescue 24 h	INS promoter inh	sdo1 growth
9	CCOC(=O)c1c(N)n(CCN2CCCCC2)c2nc3ccccc3nc12	0.65	-42	0.77
10	CCC(=Nc1ccccc1NC(C)=O)c1c(O)n(C)c(=O)n(C)c1=O	1.6	14	1.4
11	CC(C)(C)N1Cc2ccccc2C1=N	0.28	17	0.66
12	COc1ccccc1C1=NCc2nnc(C)n2-c2ccc(Cl)cc21	-0.75	44	-0.38
13	O=C(Nc1cccc(OC(=O)N2CCOCC2)c1)N1CCOCC1	0.45	-64	1.3
14	Cc1ccc2c(c1)=C/C(=C\c1c(O)[nH]c(=S)[nH]c1=O)C(=O)N=2	-0.65	x	0.22
15	Cn1nc(N)c2c1N=P(N1CCOCC1)(N1CCOCC1)N=C2c1ccccc1	0.49	6	0.89
16	CCCCSP1(=S)NCCCN1	0.37	-100	0.98

Later entries:
No.	compound	sdo1 growth Rescue 24 h	INS promoter inh	sdo1 growth
17	O=C(COc1ccc(Cl)cc1)NC1CN2CCC1CC2 (stereo not given)	0.92	18	0.59
18	CCOC(=O)C(O)(c1ccc(N(CC)S(=O)(=O)c2ccccc2)cc1)C(F)(F)F (stereo not given)	-1.1	x	-1.2
19	CCC1=C(C)C(N2CCOCC2)=NP(N2CCOCC2)(N2CCOCC2)=N1	-1.2	-36	-0.44
20	CN(C)CC1CSCCC1(O)c1cccc(Cl)c1 (stereo not given)	-0.42	-14	-0.29
21	C=CCC1C(=O)NC(=S)NC1=O	x	29	x
22	CN(C)CCCNCC(=O)Nc1ccc(Cl)cc1C(=O)c1ccccc1	x	7	x
23	CC(=NCCN1CCCCC1)c1c(O)[nH]c(=O)[nH]c1=O	-0.51	-25	0.07
24	Cc1cccc(CN(C)C)c1OC(=O)N(C)C	0.85	x	1.3

Remaining list, next part:
No.	compound	sdo1 growth Rescue 24 h	INS promoter inh	sdo1 growth
25	CCOC(=O)C1=C(C)OC(N)=C(C#N)C12C(=O)N(C)c1ccccc12 (stereo not given)	-0.17	25	0.72
26	CC(=O)Nc1ccccc1C(=O)OCC(=O)c1ccc2c(c1)OCCO2	-0.19	x	0.05
27	Cc1cc(N2C(=O)C3CCCN3C2c2ccc(Cl)c(Cl)c2)no1 (stereo not given)	0.91	x	0.2
28	c1ccc(C2NCc3ccccc3-n3cccc32)cc1 (stereo not given)	0.19	x	0.39
29	O=C(c1ccc2c3c(cccc13)CC2)C1CCCN(CC2CC2)C1 (stereo not given)	x	-15	x
30	C=CCn1c(O)c(C(CC)=NC(C)c2ccccc2)c(=O)[nH]c1=O (stereo not given)	0.12	2	-0.21
31	Cc1ccc(-c2nn(Cc3ccccc3)cc2C=O)cc1	-0.88	-7	-1.4
32	COCCCn1c(N)c(C(=O)Nc2sc3c(c2C(=O)OC)CCCC3)c2nc3ccccc3nc21	-0.09	-12	-0.65

Next section.
No.	compound	sdo1 growth Rescue 24 h	INS promoter inh	sdo1 growth
33	O=C(NCC(c1cccnc1)N1CCN(c2ccc(F)cc2)CC1)Oc1ccccc1 (stereo not given)	-1.4	50	-2.1
34	CC(NC(C)(C)C)C(=O)c1cccc(Cl)c1 (stereo not given)	-0.75	-33	-0.08
35	COc1c(C)cc(C(=O)C2CCCN(Cc3cccc(C)n3)C2)cc1C (stereo not given)	x	-30	x
36	COCCNP(=O)(c1ccccc1)c1nc2ccccc2s1 (stereo not given)	1.7	13	1.4
37	Cc1cccc(-n2c(CN3C(=O)c4ccccc4C3=O)nc3ccccc3c2=O)n1	x	21	x
38	CCOC(=O)N(CC)c1ccc(C(O)(C(=O)OC)C(F)(F)F)cc1 (stereo not given)	0.23	56	0.59
39	Nc1ccc(Cl)cc1C(=O)c1ccccc1	x	-80	x
40	CC1(C)C[C@H]2C=C(C=O)[C@]3(C=O)C[C@]3(C)[C@H]2C1	-3.5	-277	-2.6

Other structures
No.	compound	sdo1 growth Rescue 24 h	INS promoter inh	sdo1 growth
41	CCC(=O)N1CC(=O)Nc2ccc(Cl)cc2C1c1ccc(F)cc1 (stereo not given)	-1.9	x	-0.52
42	CN1CCC(O)(c2ccccc2)C(C(=O)c2ccccc2)C1 (stereo not given)	-0.4	-30	-0.1
43	O=P1(NCc2ccco2)COc2ccccc2OC1	4.1	x	2.7
44	COC(=O)C1=Nc2ccccc2/C1=C\c1c(O)n(-c2cc(OC)ccc2OC)c(=O)[nH]c1=O	-0.45	33	-0.1
45	Cc1ccc2ccccc2c1NC(=O)CNC1CCCCC1	0.22	3	1
46	COP(=O)(OC)C(NC(C)=O)C(Cl)(Cl)Cl (stereo not given)	x	-15	x
47	CC[n+]1c(/C=C/N(C)c2ccccc2)sc2ccc(Cl)cc21	-0.91	43	-0.19
48	CN1CCN(c2ccc(N)c(N3CCN(C)CC3)c2)CC1	0.98	0	-0.16

The list goes on:
No.	compound	sdo1 growth Rescue 24 h	INS promoter inh	sdo1 growth
49	C[N+](C)(C)CC(=O)Nc1ccc(Cl)cc1C(=O)c1ccccc1	x	-12	x
50	CCC(C)c1ccc(N2C(=O)NC(=O)/C(=C/c3cccn3CCOc3ccc(C)cc3)C2=O)cc1 (stereo not given)	0.57	x	0.7
51	CCOP(=O)(OCC)C1(O)C(=O)Nc2ccc(Br)cc21 (stereo not given)	-0.68	12	0.1
52	CC(=O)O[C@]1(c2ccccc2)CCN(C)[C@H]2CCCC[C@@H]21	1.4	44	1.3
53	O=c1[nH]c(=S)n(CCC2=CCCCC2)c(O)c1C=NC1CCN(Cc2ccccc2)CC1	-0.32	28	-0.62
54	CCCCSC1=NN1c1nc(N)nc(C)c1CC	-1.6	21	-0.62
55	CN1CCN(CC(=O)Nc2ccc([N+](=O)[O-])cc2C(=O)c2ccccc2)CC1	x	12	x
56	CCN(CC)CCN=Cc1c(O)n(C2CCCCCC2)c(=O)[nH]c1=O	-0.03	x	0.44

Continued.
No.	compound	sdo1 growth Rescue 24 h	INS promoter inh	sdo1 growth
57	CN(CCCCC(=O)/C=N/O)Cc1ccccc1 (tested in a mixture with another compound)	0.63	-4	0.43
58	CCOc1cc(C=C2C(=O)NC(=O)NC2=O)ccc1OCC(=O)N1CCOCC1	-0.15	24	0.63
59	O=C(O)[C@@H]1C[C@H]1[C@@H](NP(=O)(c1ccccc1)c1ccccc1)c1ccccc1	0.17	24	0.3
60	O=C1C2CCCN2C(c2cccnc2)N1c1ccc(Cl)cc1 (stereo not given)	-1.1	x	-0.42
61	CC(=NCCN1CCCCC1)c1c(O)n(Cc2ccccc2)c(=O)[nH]c1=O	1.1	x	1.4
62	O=c1[nH]c(O)c(N=Nc2ccc([N+](=O)[O-])cc2)c(=O)[nH]1	x	-33	x
63	Cc1cc(C)cc(N2C(=O)NC(=O)/C(=C\c3cccn3-c3ccccc3)C2=O)c1	-1.3	39	-0.73
64	CCC1(CC)C(=O)N(Cc2ccccc2)C(=O)N(Cc2ccccc2)C1=O	-0.14	-3	-0.61

Entries of single compounds from above. Order of screens: sdo1 growth Rescue 24 h | INS promoter inh | sdo1 growth
`CCOC(=O)C1=C(C)OC(N)=C(C#N)C12C(=O)N(C)c1ccccc12` (stereo not given) is listed with -0.17 | 25 | 0.72
`Cc1cc(C)cc(N2C(=O)NC(=O)/C(=C\c3cccn3-c3ccccc3)C2=O)c1` is listed with -1.3 | 39 | -0.73
`Cc1ccc2ccccc2c1NC(=O)CNC1CCCCC1` is listed with 0.22 | 3 | 1

Other records follow.
No.	compound	sdo1 growth Rescue 24 h	INS promoter inh	sdo1 growth
65	CCC(C)n1c(O)c(C=Nc2cccc(C(F)(F)F)c2)c(=O)[nH]c1=S (stereo not given)	0.27	14	-0.08
66	CC(=O)C1C2c3ccccc3OC1(C)N=c1s/c(=C/c3cn(C)nc3C)c(=O)n12 (stereo not given)	0.2	x	0.14
67	CN(C)P(=O)(CCl)Nc1ccccc1 (stereo not given)	-0.87	x	-0.17
68	O=C(Nc1ccc(Cl)cc1C(=O)c1ccccc1)c1ccc(Br)o1	0.66	-69	-0.69
69	CCS(=O)(=O)NCc1nnc2n1-c1ccc(Cl)cc1C(c1ccccc1)=NC2	0.18	-38	0.7
70	O=C(CNC(=O)OCc1ccccc1)Nc1ccc(Br)cc1C(=O)c1ccccc1	-1.7	0	-2.4
71	CC1(C)C(c2ccccc2)=NC(c2cccnc2)=[N+]1[O-]	-1.1	x	-0.53
72	C/C(=N\NC(=S)Nc1ccccc1)c1c(O)n(C)c(=O)n(C)c1=O	-0.82	0	0.01

The listing continues:
No.	compound	sdo1 growth Rescue 24 h	INS promoter inh	sdo1 growth
73	O=c1cccc2n1CC1CC2CN(C(c2ccccc2)c2sc3ncnn3c2O)C1 (stereo not given)	0.86	x	1.2
74	Cc1cc(NC(=O)COC(=O)c2c(C)nn(Cc3ccccc3Cl)c2C)no1	-0.34	19	-0.97
75	COc1cc2c(cc1OC)C(C(=O)N1CCC3(CC1)OCCO3)C(c1ccccc1F)N(C)C2=O (stereo not given)	0.84	-21	1.2
76	CCc1c(C(=O)NN2C(=O)C3C4CCC(O4)C3C2=O)csc1C (stereo not given)	0.18	-8	-0.34
77	CCCC(C)C1(CC)C(=O)NC(=O)N=C1N (stereo not given)	-0.81	20	-0.09
78	CC12CN3CC(C)(CN(C1)C31CCOCC1)C2=O	-0.03	u	0.71
79	CCn1cc(C(=O)c2ccccc2)c2ccccc21	1.2	21	0.2
80	Cc1ccccc1-n1c(C)cc(/C=C2/C(=O)NC(=O)N(Cc3ccco3)C2=O)c1C	1.7	x	1.6

Other structures follow.
No.	compound	sdo1 growth Rescue 24 h	INS promoter inh	sdo1 growth
81	CCn1c(P(C)(=O)O)nc2cc(NC(=O)c3ccccc3F)ccc21	x	17	x
82	C/C(=N\N1CCCCC1)c1c(O)[nH]c(=O)[nH]c1=O	0.84	x	0.77
83	O=C1NC(=O)N(c2ccccc2F)C(=O)/C1=C/c1ccc(Sc2nc3ccccc3[nH]2)o1	1.3	x	0.77
84	N#Cc1cc(F)c(N2CCNCC2)cc1Cl	-1.1	18	-0.13
85	CCC(C)C1N=C(c2ccccc2)c2cc(Cl)ccc2N(CC(=O)NCc2ccco2)C1=O (stereo not given)	-0.05	x	-0.74
86	COc1ccc2c(c1)c(C(=O)CN1CCC3(CC1)OCCO3)c(C)n2Cc1ccccc1	-0.45	-11	-0.65
87	CC(C)(O)[C@H]1O[C@H]2CC[C@@]3(C)[C@@](O)(CC[C@H]4Cc5c([nH]c6ccccc56)[C@@]43C)C2=CC1=O	x	40	x
88	O=C(c1ccc2c(c1)OCO2)N1CCC2(CC1)OCCO2	-0.15	-56	0.46
89	NC(=O)CSc1nnc([C@@H](N)Cc2c[nH]c3ccccc23)o1	0.3	-14	0.9

Among those listed so far, these contain a carbonyl joined to an NH by a bond outside any ring.
No.	compound	sdo1 growth Rescue 24 h	INS promoter inh	sdo1 growth
5	O=C(COC(=O)Cc1ccccc1)Nc1ccc(SC(F)F)cc1	-1.6	x	-0.45
10	CCC(=Nc1ccccc1NC(C)=O)c1c(O)n(C)c(=O)n(C)c1=O	1.6	14	1.4
13	O=C(Nc1cccc(OC(=O)N2CCOCC2)c1)N1CCOCC1	0.45	-64	1.3
17	O=C(COc1ccc(Cl)cc1)NC1CN2CCC1CC2 (stereo not given)	0.92	18	0.59
22	CN(C)CCCNCC(=O)Nc1ccc(Cl)cc1C(=O)c1ccccc1	x	7	x
26	CC(=O)Nc1ccccc1C(=O)OCC(=O)c1ccc2c(c1)OCCO2	-0.19	x	0.05
32	COCCCn1c(N)c(C(=O)Nc2sc3c(c2C(=O)OC)CCCC3)c2nc3ccccc3nc21	-0.09	-12	-0.65
33	O=C(NCC(c1cccnc1)N1CCN(c2ccc(F)cc2)CC1)Oc1ccccc1 (stereo not given)	-1.4	50	-2.1
45	Cc1ccc2ccccc2c1NC(=O)CNC1CCCCC1	0.22	3	1
46	COP(=O)(OC)C(NC(C)=O)C(Cl)(Cl)Cl (stereo not given)	x	-15	x
49	C[N+](C)(C)CC(=O)Nc1ccc(Cl)cc1C(=O)c1ccccc1	x	-12	x
55	CN1CCN(CC(=O)Nc2ccc([N+](=O)[O-])cc2C(=O)c2ccccc2)CC1	x	12	x
68	O=C(Nc1ccc(Cl)cc1C(=O)c1ccccc1)c1ccc(Br)o1	0.66	-69	-0.69
70	O=C(CNC(=O)OCc1ccccc1)Nc1ccc(Br)cc1C(=O)c1ccccc1	-1.7	0	-2.4
74	Cc1cc(NC(=O)COC(=O)c2c(C)nn(Cc3ccccc3Cl)c2C)no1	-0.34	19	-0.97
76	CCc1c(C(=O)NN2C(=O)C3C4CCC(O4)C3C2=O)csc1C (stereo not given)	0.18	-8	-0.34
81	CCn1c(P(C)(=O)O)nc2cc(NC(=O)c3ccccc3F)ccc21	x	17	x
85	CCC(C)C1N=C(c2ccccc2)c2cc(Cl)ccc2N(CC(=O)NCc2ccco2)C1=O (stereo not given)	-0.05	x	-0.74
89	NC(=O)CSc1nnc([C@@H](N)Cc2c[nH]c3ccccc23)o1	0.3	-14	0.9

Screens deposited in PubChem BioAssay by several laboratories.
